Assay outcomes from PubChem BioAssay.
Pemphigus Ab inh: inhibitors of pemphigus antibody binding to DSG3, primary screen, biochemical, bead-based, flow cytometry, scFv-GFP; binding (percent of control), % at 10 µM; DSG3-coupled beads, scFv-anti-DSG3-GFP binding; stronger effect = lower value; Desmoglein-3 (Homo sapiens), P32926; 0.48% of 310,000 active;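 active means binding more than 3 SD below its plate's average and above zero; inconclusive means below that plate limit but binding exactly zero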;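 further: hits lower antibody fragment binding to DSG3; some compounds called inactive have numbers as strong as hits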
Target sequence (P32926 whole entry, looked up, the tested form may be a part): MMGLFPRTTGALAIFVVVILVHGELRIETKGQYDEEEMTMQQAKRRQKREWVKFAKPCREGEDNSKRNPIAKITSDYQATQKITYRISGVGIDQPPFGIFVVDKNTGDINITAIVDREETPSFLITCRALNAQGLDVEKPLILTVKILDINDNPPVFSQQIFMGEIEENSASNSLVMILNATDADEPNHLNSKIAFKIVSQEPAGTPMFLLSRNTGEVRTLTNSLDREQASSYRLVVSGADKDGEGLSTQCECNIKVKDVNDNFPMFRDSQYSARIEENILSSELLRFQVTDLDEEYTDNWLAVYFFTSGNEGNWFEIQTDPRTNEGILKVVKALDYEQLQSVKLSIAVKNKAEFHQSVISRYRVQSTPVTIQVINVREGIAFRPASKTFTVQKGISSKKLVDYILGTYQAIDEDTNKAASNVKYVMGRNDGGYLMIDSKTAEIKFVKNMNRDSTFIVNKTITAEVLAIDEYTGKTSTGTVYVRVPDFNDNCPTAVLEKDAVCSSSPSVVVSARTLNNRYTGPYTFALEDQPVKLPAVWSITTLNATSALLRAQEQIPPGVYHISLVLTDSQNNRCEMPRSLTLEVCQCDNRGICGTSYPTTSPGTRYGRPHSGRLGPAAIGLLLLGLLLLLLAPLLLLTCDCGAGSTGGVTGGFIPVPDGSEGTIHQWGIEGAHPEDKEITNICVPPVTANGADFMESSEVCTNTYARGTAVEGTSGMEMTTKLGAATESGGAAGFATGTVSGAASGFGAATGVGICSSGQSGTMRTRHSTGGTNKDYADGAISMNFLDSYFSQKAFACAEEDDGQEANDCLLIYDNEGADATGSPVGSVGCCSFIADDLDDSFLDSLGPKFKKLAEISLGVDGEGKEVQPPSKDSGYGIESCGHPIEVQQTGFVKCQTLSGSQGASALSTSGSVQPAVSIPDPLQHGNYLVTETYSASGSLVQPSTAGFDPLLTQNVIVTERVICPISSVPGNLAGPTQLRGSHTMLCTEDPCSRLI
E coli growth: E. coli V3065 growth inhibition, primary screen, counter-screen for AddAB inhibitor project, absorbance, OD600; 18 h; inhibition, % at 11.9 µM; 0.27% of 330,000 active; AID 449728, 2010;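 active means inhibition above the campaign's mean inhibition across all tested compounds plus 3 SD, cut at about 9.9% in these data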;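 further: uninfected addAB+ strain grown without phage in ampicillin broth; 0% = DMSO wells and 100% = ciprofloxacin 0.95 µg/ml wells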
PfHsp90 yeast 2: growth inhibition of PfHsp90-expressing yeast, primary screen, antimalarial PfHsp90 inhibitor project, S. cerevisiae, BacTiter-Glo luminescence, single point, set 2; BacTiter-Glo ATP, 48 h; yeast lacking PDR1 and PDR3 efflux regulators; inhibition, % at 9.4 µM; 0.32% of 310,000 active; AID 504621, 2011;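 active means every replicate shows inhibition above about 80%, whatever the replicate mean, limit read from the data; inconclusive means mean inhibition reaches the set limit but some replicate falls short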;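 further: 0% = DMSO neutral controls and 100% = 20 µM radicicol positive controls; yeast relying on Plasmodium falciparum Hsp90 in place of its own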
OPRM1-OPRD1 inv: inverse agonists of MOR-DOR heterodimerization, primary screen, cell-based, luminescence; Mu-type opioid receptor (Homo sapiens) + Delta-type opioid receptor (Homo sapiens), …; inhibition, % at 9.3 µM; cell-based MOR-DOR heterodimer luminescence, inverse agonism; 0.21% of 340,000 active; in the data active means inhibition above about 22%, passing the limit was not always enough;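 further: 0% = cells with DMSO and 100% = wells without cells with DMSO; values of inactives mirror those of a sister screen read the other way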
OPRM1-OPRD1 ag: agonists of OPRM1-OPRD1 heterodimerization, primary screen, cell-based, luminescence; Mu-type opioid receptor (Homo sapiens) + Delta-type opioid receptor (Homo sapiens), …; cells; activation, % at 9.3 µM; 0.3% of 340,000 active; AID 504326, 2011; in the data active means activation above about 18%;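 further: 0% = vehicle-treated cells and 100% = reference agonist; values of inactives mirror those of a sister screen read the other way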
Tat export inh: E. coli Tat export inhibitors, primary screen, MC4100, TorA-mCherry reporter, fluorescence, single point | inhibition, % at 10 µM | 0.036% of 340,000 active;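 active means mean replicate inhibition at least 50% and at least half of replicates individually reaching 50%; inconclusive means only one of the two criteria met; inactive means neither criterion met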;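 further: exported cargo escapes ClpAP degradation while cytoplasmic cargo is degraded and loses fluorescence; 0% = median of neutral control wells and 100% = median of NaSCN control wells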
AddAB inh: growth inhibition of E. coli expressing H. pylori AddAB, primary screen, AddAB inhibitor project, absorbance | inhibition, % at 11.9 µM | 0.29% of 330,000 active; in the data active means inhibition above about 12%;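 further: 0% = vehicle wells of infected cells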
Mot1-301 SUMO: yeast Mot1-301 growth rescue at high temperature, primary screen, SUMOylation pathway inhibitor project, S. cerevisiae, ATP luminescence, 38.5C; S. cerevisiae Mot1-301 growth rescue; percent above DMSO median, 100 means doubled; growth rescue, % at 18.8 µM; 1% of 320,000 active; AID 2716, 2010;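 active means every valid replicate shows activation above 250% relative to neutral control wells; inactive means the rest, any valid replicate at or below 250%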;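 further: OY570 slx delta 5 strain wells were the positive control but not used for scaling; some compounds called inactive have numbers as strong as hits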
phage Ecoli inh: growth loss of phage-infected E. coli, primary screen, RecBCD inhibitor project, absorbance, with phage, HTS. inhibition, % at 11.9 µM. 0.26% of 360,000 active. AID 651602, 2012; in the data active means inhibition above about 11%
Arrestin-AP2 inh: inhibitors of beta-arrestin/AP2 binding, primary screen, biochemical, GPCR trafficking, flow cytometry; FITC-arrestin peptide / GST-AP2 beads; AP2 beta2 appendage carries R879A mutation; 0.31% of 340,000 active; beta-arrestin 1 C-terminal peptide binding to AP2 beta2-adaptin appendage (human); AID 504490, 2011; inhibition, % at 10 µM;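 active means inhibition above a set limit, near 3 SD of compounds lacking own fluorescence, cut at about 54% in these data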;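 further: plate controls were DMSO wells for no effect and 5 µM unlabelled arrestin peptide for full effect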
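Material – AP2 appendage R879A on GSH beads · Buffer or medium – PBS with 0.05% Tween 20 and 0.1% BSA · Probe or stimulus – fluorescein-tagged arrestin peptide at 50 nM final · Incubation – compound with beads 12 min RT, then probe 1 h RT · Detection – high-throughput flow cytometry of beads, ex 488, em 535 nm · Evaluation – percent response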
PKA-R1A act: activators of PKA-R1A holoenzyme, primary screen, biochemical, fluorescence polarization, Cy5-IP20, bovine R1A, mouse PKAc. cAMP-dependent protein kinase type I-alpha regulatory subunit (Bos taurus) + …. PKA-R1A dissociation; scaled: DMSO 0%, 113 µM cGMP 100%. activation, % at 11.4 µM. 0.083% of 340,000 active;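 active means percent activation above the mean of all tested compounds plus 3 SD, cut at about 19% in these data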;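 further: higher means more PKAc released from R1A so a rise in polarization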
The depositor's hits bear a star; ? = inconclusive; · = not tested or not shown. An unsorted share of the library. Share with any hit: about 2.8%.

SMILES	Pemphigus Ab inh	E coli growth	PfHsp90 yeast 2	OPRM1-OPRD1 inv	OPRM1-OPRD1 ag	Tat export inh	AddAB inh	Mot1-301 SUMO	phage Ecoli inh	Arrestin-AP2 inh	PKA-R1A act
Cc1nc2ccc(OC(=O)c3ccccc3)cc2s1	97.4	3.0	10.6	2.6	-0.5	0.2	2.9	2.9	1.0	4.8	-13.8
CC(C)NC(=O)c1ccc(-c2cccc(C(F)(F)F)c2)o1	106.5	1.1	13.8	17.5	-3.0	-0.7	2.1	-1.9	3.6	-0.1	-5.2
CC(O)CNc1nc(Cl)c(C#N)s1 (stereo unspecified)	85.6	-0.3	-1.4	6.2	-0.9	4.2	1.0	20.6	3.3	36.5	4.4
COC(=O)c1cc2c(C)nn(C)c2s1	107.7	-1.5	-6.3	10.6	-2.0	1.2	4.0	-1.3	3.3	5.2	-2.4
CC(=O)Nc1ccc(NC(=O)c2ccc(NS(=O)(=O)c3cc(C(C)(C)C)cc(C)c3C)cc2)cc1	103.6	-3.5	-2.0	6.2	-1.0	3.4	-1.7	3.4	0.4	1.4	1.0
Cc1c(C)c2c(OCC(=O)Nc3cccnc3)cc3c(c2oc1=O)CCC(C)(C)O3	102.3	0.7	-0.6	12.9	-2.6	-2.0	3.0	7.3	0.1	5.0	17.3
O=C(NCCN1CCCCC1)c1ccc(/C=N/O)nc1	108.6	-1.6	5.9	13.1	-2.7	2.9	-0.4	5.6	0.3	-7.9	-5.2
Cc1ccc(S(=O)(=O)N2CCC(C(=O)NNC(=O)c3ccccc3)CC2)cc1	90.4	0.9	-23.2	2.1	-0.5	-2.2	5.0	2.6	1.7	1.4	4.6
CCCc1nccn1S(=O)(=O)c1cc(OC)ccc1OC	99.0	-0.2	·	15.2	-3.2	6.0	2.3	·	3.1	35.6	-0.8
CCc1ccc(OCC(=O)Nc2nnc(C3CCCC3)s2)cc1	98.0	-0.2	-8.6	-31.1	6.3	-1.5	1.9	-8.7	3.3	12.3	-17.0
Cn1c(CNC(=O)c2ccco2)nnc1SCC(=O)Nc1ccc(Cl)cc1	·	1.3	·	-1.2	0.2	5.0	1.4	-1.4	7.0	-2.7	4.2
O=C(Nc1cc2c3c(c1)CC(=O)N3CCC2)c1ccc(F)cc1	99.6	-1.4	·	5.8	-0.9	9.9	1.9	4.1	1.8	14.3	6.0
C/C(=N\Oc1cccc(F)n1)c1ccc(Cl)cc1Cl	103.9	1.9	-21.0	-28.2	5.2	3.3	1.0	19.0	1.9	-1.1	7.6
O=C(CCS(=O)(=O)Cc1ccccc1F)NCCCN1CCCCC1	103.0	0.5	20.1	5.9	-1.2	3.2	2.3	26.7	1.6	-3.0	12.0
Fc1ccc(-n2nnc(-c3ccccc3Cl)n2)cc1	107.3	1.9	-12.0	2.9	-0.5	-3.9	3.5	-11.7	5.6	-9.7	-1.6
COc1ccc(-c2csc(-n3cccn3)n2)cc1	96.0	0.0	-28.8	-7.9	1.5	13.4	0.1	15.2	0.2	9.3	-4.8
CN(C)c1nnnn1-c1ccc(OC(F)(F)F)cc1	102.2	0.1	3.2	4.5	-0.6	0.7	0.1	164.8	3.1	12.6	5.3
O=S1(=O)CC2N=C(N(Cc3ccc(F)cc3Cl)c3ccccc3F)SC2C1 (stereo unspecified)	96.0	-0.2	19.0	-1.2	0.2	-4.1	0.2	·	3.2	0.8	-7.2
CCC(=O)c1ccc(OCC(=O)Nc2ccc(S(=O)(=O)Nc3cc(C)nc(C)n3)cc2)cc1	95.8	-0.1	-26.5	9.3	-2.1	-3.8	-0.9	6.1	2.2	-10.2	2.5
CCOc1ccc(OCC(=O)N2CCOCC2)cc1	·	-0.5	0.1	11.8	-2.6	2.9	0.9	12.2	0.9	-4.2	-7.1
O=C(Nc1ccccc1)Nc1ccccc1	·	·	19.8	12.4	-2.5	4.5	·	·	2.2	20.2	-6.2
CCCCC(c1nnnn1Cc1ccco1)N1CCN(C(=O)c2ccco2)CC1 (stereo unspecified)	96.8	-2.1	-4.4	19.5	-3.5	7.0	0.4	3.9	1.4	-1.6	-1.8
COc1ccc(Cc2nnc(NC(=O)c3c(-c4ccccc4)noc3C)s2)cc1	98.0	2.0	14.3	4.6	-0.8	7.3	1.4	-11.0	1.3	8.6	-6.4
Cc1ccc(/C=N/NC(=O)NC2CCCCC2)o1	99.9	-1.8	8.6	0.5	-0.1	-0.1	3.3	5.3	3.9	39.3	10.9
Cc1ccnc(SCCn2c(N3CC(C)CC(C)C3)nc3c2c(=O)n(C)c(=O)n3C)n1 (stereo unspecified)	·	-2.3	-14.0	7.5	-1.5	?	-0.5	21.5	0.7	-3.0	-0.4

Rewritten comma-delimited: entries from further up.
mol,Pemphigus Ab inh,E coli growth,PfHsp90 yeast 2,OPRM1-OPRD1 inv,OPRM1-OPRD1 ag,Tat export inh,AddAB inh,Mot1-301 SUMO,phage Ecoli inh,Arrestin-AP2 inh,PKA-R1A act
Cc1nc2ccc(OC(=O)c3ccccc3)cc2s1,97.4,3.0,10.6,2.6,-0.5,0.2,2.9,2.9,1.0,4.8,-13.8
CC(C)NC(=O)c1ccc(-c2cccc(C(F)(F)F)c2)o1,106.5,1.1,13.8,17.5,-3.0,-0.7,2.1,-1.9,3.6,-0.1,-5.2
CC(O)CNc1nc(Cl)c(C#N)s1 (stereo unspecified),85.6,-0.3,-1.4,6.2,-0.9,4.2,1.0,20.6,3.3,36.5,4.4
COC(=O)c1cc2c(C)nn(C)c2s1,107.7,-1.5,-6.3,10.6,-2.0,1.2,4.0,-1.3,3.3,5.2,-2.4
CC(=O)Nc1ccc(NC(=O)c2ccc(NS(=O)(=O)c3cc(C(C)(C)C)cc(C)c3C)cc2)cc1,103.6,-3.5,-2.0,6.2,-1.0,3.4,-1.7,3.4,0.4,1.4,1.0
Cc1c(C)c2c(OCC(=O)Nc3cccnc3)cc3c(c2oc1=O)CCC(C)(C)O3,102.3,0.7,-0.6,12.9,-2.6,-2.0,3.0,7.3,0.1,5.0,17.3
O=C(NCCN1CCCCC1)c1ccc(/C=N/O)nc1,108.6,-1.6,5.9,13.1,-2.7,2.9,-0.4,5.6,0.3,-7.9,-5.2
Cc1ccc(S(=O)(=O)N2CCC(C(=O)NNC(=O)c3ccccc3)CC2)cc1,90.4,0.9,-23.2,2.1,-0.5,-2.2,5.0,2.6,1.7,1.4,4.6
CCCc1nccn1S(=O)(=O)c1cc(OC)ccc1OC,99.0,-0.2,·,15.2,-3.2,6.0,2.3,·,3.1,35.6,-0.8
